# rCAG RNA binder = molecules binding r(CAG) RNA repeats; r(CAG) RNA repeat, TO-PRO-1 dye displacement fluorescence; inhibition, % at 3 µM; 370,000 tested, 1.3% active;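 active means inhibition above the plate cutoff, the mean of all test compounds on that plate plus 3 SD, cut at about 35% in these data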;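 further: 0% = DMSO alone and 100% = 100 µM mitoxantrone as full dye displacement; higher means more dye released from RNA so lower well fluorescence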
# NPR1 activator = GC-A (human) enzyme activation | P16066 | HEK293 GC-A cells, cGMP TR-FRET, EC30 ANP; 0% at EC30 ANP, 100% saturating ANP | activation, % at 10 µM | 370,000 tested, 0.14% active | AID 1671463; in the data active means activation above about 40%
# Target sequence (P16066 whole entry, looked up): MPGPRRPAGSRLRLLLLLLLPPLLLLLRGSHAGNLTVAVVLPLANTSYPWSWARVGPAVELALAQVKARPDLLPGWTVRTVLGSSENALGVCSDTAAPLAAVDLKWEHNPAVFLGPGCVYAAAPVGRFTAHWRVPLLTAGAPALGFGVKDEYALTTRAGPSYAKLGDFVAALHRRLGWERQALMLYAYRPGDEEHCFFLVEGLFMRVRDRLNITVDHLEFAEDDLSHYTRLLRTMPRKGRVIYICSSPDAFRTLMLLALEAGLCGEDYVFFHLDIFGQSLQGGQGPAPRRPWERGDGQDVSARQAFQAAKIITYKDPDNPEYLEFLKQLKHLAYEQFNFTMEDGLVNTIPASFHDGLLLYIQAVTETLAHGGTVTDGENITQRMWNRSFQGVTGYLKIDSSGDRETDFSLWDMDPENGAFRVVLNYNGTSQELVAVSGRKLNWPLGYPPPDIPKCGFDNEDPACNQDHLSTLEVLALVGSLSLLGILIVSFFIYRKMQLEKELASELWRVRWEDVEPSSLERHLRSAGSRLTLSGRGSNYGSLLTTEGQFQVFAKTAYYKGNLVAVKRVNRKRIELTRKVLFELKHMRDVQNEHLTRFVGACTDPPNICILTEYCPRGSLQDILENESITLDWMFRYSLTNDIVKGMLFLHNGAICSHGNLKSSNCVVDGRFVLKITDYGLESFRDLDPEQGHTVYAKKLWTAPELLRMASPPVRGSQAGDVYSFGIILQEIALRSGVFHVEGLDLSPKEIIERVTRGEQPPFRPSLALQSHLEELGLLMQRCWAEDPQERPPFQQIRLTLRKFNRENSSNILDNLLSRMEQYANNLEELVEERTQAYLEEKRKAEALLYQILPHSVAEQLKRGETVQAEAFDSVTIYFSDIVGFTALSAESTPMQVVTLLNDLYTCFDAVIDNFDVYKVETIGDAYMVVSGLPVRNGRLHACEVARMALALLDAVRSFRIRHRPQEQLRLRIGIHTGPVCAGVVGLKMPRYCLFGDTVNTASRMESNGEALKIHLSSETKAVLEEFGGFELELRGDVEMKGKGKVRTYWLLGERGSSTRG
# mABHD4 FP = inhibitors of mouse ABHD4; Q8VD66; purified mABHD4, FP-Rh probe fluorescence polarization; inhibition, % at 8.92 µM; 370,000 tested, 0.54% active;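 active means inhibition exceeding the mean over every tested compound plus 3 SD, cut at about 30% in these data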;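 further: 0% = plate median of compound wells and 100% = S159A mutant with DMSO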
#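 Assay system: Wild-type mouse ABHD4 protein | Medium: HEPES pH 7.0 buffer, 150 mM NaCl, 0.01% Pluronic F-127 | Incubation: Enzyme–compound pre-incubation 45 min, then probe 60 min, both 25 °C | Technique: Fluorescence polarization with parallel and perpendicular emission, 525/598 nm | Evaluation: % inhibition of FP-Rh probe binding versus controls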
# PG9 Ab binder = binds the HIV-1 gp120 antibody PG9 | TR-FRET gp120-PG9 antibody binding | 360,000 tested, 0.43% active | inhibition, % at 6.7 µM; in the data active means inhibition above about 8.5%
# SMARCA2 act = activators of SMARCA2 function. MG213 cells, MMTV-luciferase reporter, dexamethasone, overnight. 370,000 tested, 1% active. activation, % at 9.1 µM; in the data active means activation above about 7.8%;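 further: 0% = vehicle wells and 100% = reference activator wells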
# NPR2 activator = GC-B (human) receptor activation | HEK293-GC-B cells, CNP EC30, cGMP TR-FRET; 0% at EC30 CNP, 100% saturating CNP | 370,000 tested, 0.11% active | activation, % at 10 µM;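 active means activation at 10 µM reaching about 35% in either raw or pattern-adjusted values, limit read from the data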
# HTRA1 inh = blocks human HTRA1 serine peptidase | Q92743 | 340,000 tested, 0.5% active | recombinant HTRA1, FP-rhodamine activity-based probe, fluorescence polarization | inhibition, % at 5.96 µM | AID 504803; in the data active means inhibition above about 36%;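 further: 0% = enzyme with DMSO and 100% = wells lacking enzyme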
# ASAP1 GAP inh = ASAP1 ArfGAP inhibition; Q9ULH1; ASAP1-stimulated ARF1 GTP hydrolysis, GDP FP detection; 360,000 tested, 0.19% active; inhibition, % at 16.5 µM; in the data active means inhibition above about 25%;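 further: 0% = vehicle with enzyme and substrate and 100% = no enzyme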
# NR1D1 modulator = modulators of human Rev-erb alpha DNA binding | 370,000 tested, 0.79% active | activity, % at 10 µM | P20393 | Rev-erbα–FITC-DNA binding, fluorescence polarization, 90 min | AID 1259318;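 active means activity above about 14%, limit read from the data; passing the limit was not always enough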;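 further: 0% = DMSO wells with 35 nM protein and 100% = DMSO wells with 750 nM protein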
# ARFGAP1 inh = inhibits rat ARF GTPase activating protein 1. 360,000 tested, 0.26% active. Arfgap1-stimulated ARF1 GTP hydrolysis, GDP FP detection. inhibition, % at 16.5 µM. Q62848;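 active means inhibition above a per-plate limit, mean inhibition of low control wells plus 3 SD, cut at about 25% in these data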;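 further: 0% = DMSO wells with enzyme and 100% = wells lacking Arfgap1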
#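 material = rat Arfgap1 catalytic domain, aa 1-136 | also added = human ARF1(Δ1-17)-GTP substrate | compound dosing = one concentration, 16.5 µM, DMSO 1.26% | times = GTP hydrolysis reaction 2 h at 25 °C | measured by = FP, GDP Alexa 633 tracer displaced from anti-GDP antibody, 620/688 nm | evaluation = percent inhibition of Arfgap1-stimulated GTP hydrolysis | replication = single well per compound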
# Starred values were filed as active, the others as inactive; . = no result given.
SMILES,rCAG RNA binder,NPR1 activator,mABHD4 FP,PG9 Ab binder,SMARCA2 act,NPR2 activator,HTRA1 inh,ASAP1 GAP inh,NR1D1 modulator,ARFGAP1 inh
COc1ccc(NC(=O)c2ccco2)c(NC(=O)c2ccc([N+](=O)[O-])cc2)c1,-5,0,9,-2.2,-2,-6,5,12,-7,-8
Cc1cccc(OC(C)C(=O)N2CCN(Cc3ccc4c(c3)OCO4)CC2)c1 (configuration not stated),-11,0,6,-1.3,-1,-2,4,-8,1,1
COc1ccccc1C(=O)N/N=C(\C)CC(=O)Nc1ccccn1,2,-1,2,-3.0,0,-3,2,12,-2,0
Cc1ccc(F)c(S(=O)(=O)NC(=O)C2(C)CCN2C(=O)C2(c3ccc(Cl)cc3)CC2)c1 (configuration not stated),36*,1,-13,-2.1,-6,-1,.,0,5,0
Cc1ccc(NC(=O)/C(C#N)=C/c2ccccc2C(F)(F)F)cc1,-1,1,2,1.6,-1,-4,-3,-11,5,8
O=[N+]([O-])c1ccc(Sc2n[nH]c(-c3ccncc3)n2)nc1,3,-3,-2,1.3,-4,0,-3,-5,-2,5
Cc1ccc(-c2noc(CCC(=O)NCc3ccc4c(c3)OCO4)n2)cc1,-2,0,0,-2.5,1,2,-3,9,2,0
COc1ccc2[nH]c3c(c2c1)CCN1C(=O)N([C@@H](C)C(=O)NCc2ccccc2OC)C(=O)[C@]31C,6,-9,-3,0.8,1,-7,-10,4,1,7
CCC(C)NC(=O)c1cccc(OCc2c(C)noc2C)c1 (configuration not stated),-1,-2,-3,0.0,0,2,3,-4,3,-6
Cc1cc(=O)[nH]c(N/N=C/c2ccco2)n1,-1,-2,5,-1.7,-2,7,-4,-6,0,1
COc1ccc(CCN(C(=O)C(F)(F)F)C(C(=O)NC2CCCCC2)c2ccc(C)s2)cc1OC (configuration not stated),-4,-13,-1,1.3,1,-11,-6,-2,-1,-12
CC(C)N(CCn1cnc2c([nH]c3ccccc32)c1=O)C(C)C,0,2,-9,-1.1,-1,6,0,-5,-1,-10
CCn1cc(CNC(=S)Nc2cccc3ccccc23)cn1,-1,1,2,0.6,-2,0,4,4,-2,0
CC(C)(O)c1[nH]c2ccc(C#N)cc2c1C(C)(C)O,4,-4,12,-0.3,-1,-4,.,-16,2,7
COc1ccc(OC)c(Nc2nc(N)c([N+](=O)[O-])c(NCc3ccccc3)n2)c1,6,13,1,-0.5,1,8,.,5,2,3
COC(=O)c1c(N)c(C#N)c2n1CCCCC2,-1,0,2,-0.3,-1,2,9,-5,2,-19
COCCN(C(=O)CSc1nnc(-c2cccc(F)c2)n1N)c1c(N)n(Cc2ccccc2)c(=O)[nH]c1=O,2,2,0,0.1,0,0,0,6,-4,-9
COc1ccc(Cc2nnc(SCC(=O)N3CCCC(C)C3)o2)cc1 (configuration not stated),-6,-3,2,1.0,1,1,-8,5,1,-16
COCCCNC(=O)/C(C#N)=C/c1c(N2CCN(C)CC2)nc2ccccn2c1=O,-7,2,-1,-2.3,-3,-1,-2,10,4,6
COc1cccc(C(C)(O)c2nc(-c3cnn(C)c3)cs2)c1 (configuration not stated),2,2,4,0.3,-1,3,.,0,-3,3
O=C(Oc1ccc(N2C(=O)CCC2=O)cc1)c1ccco1,-3,-4,-1,-0.4,-2,3,-2,3,1,-7
Cc1nc2c(C(=O)NCCC(C)C)c[nH]n2c(=O)c1Cl,37*,0,-17,-3.0,9.5*,4,-4,-2,-5,-3
COC(=O)[C@H](C(C)C)N(CCCc1cn(Cc2ccccc2)nn1)S(=O)(=O)c1ccc(F)cc1Br,3,1,-7,.,-1,4,.,.,0,.
CN(CCc1ccccc1)C(=O)c1cccc(NC(=O)Cc2cccc(NC(=O)C3CCN(C(=O)C4CCCCC4)CC3)c2)c1,5,4,-10,-1.2,-2,0,-12,0,1,4
CN1CCCNc2nc3ccccc3nc21,0,-3,-2,-2.5,6,2,10,-3,-3,0
O=C(c1cc(COc2cccc(C(F)(F)F)c2)on1)N1CCCC1,-3,3,-1,-1.0,3,-4,3,-15,-2,1
Cc1nc(N2CCN(c3ccccc3)CC2)[nH]c(=O)c1C,-1,-7,-2,-1.8,2,-10,0,-4,2,-4
O=C(NCc1ccccn1)c1cccs1,1,-2,0,-3.9,4,2,4,-5,-5,-7
Cc1ccc(O)c(-c2cc(-c3ccccc3C)[nH]n2)c1,8,-4,-22,1.0,1,-10,-30,-8,0,0
CCCC[C@H]1COCCS(=O)(=O)N1Cc1cccc([N+](=O)[O-])c1,-4,-2,2,-2.8,0,0,4,6,-1,-5
Cc1c(-c2ccccc2)nc2ccccc2c1C(=O)OCC(=O)Nc1ncc(C(F)(F)F)cc1Cl,5,2,-25,-0.5,0,7,-33,24,4,13
CC(Sc1nnc(N)s1)C(=O)NCc1ccc2c(c1)OCO2 (configuration not stated),5,1,-9,-1.1,-5,3,2,-4,-3,7
O=C(COC(=O)c1cc(=O)[nH]c2ccccc12)NC1CCCC1,-3,0,1,-0.2,-2,-4,.,2,-3,7
CCN1C(=O)[C@H]2[C@@H](c3ccc(C(F)(F)F)cc3)N[C@]3(CCCN(Cc4ccc(Br)cc4)C3=O)[C@H]2C1=O,0,0,2,-1.1,4,1,-4,-11,-3,1
COc1ccc(C(=O)Oc2cc(N)n(S(=O)(=O)c3ccc(C)cc3)n2)cc1,9,14,-4,1.1,1,4,17,-2,-2,0
COc1cc(CNc2ncn[nH]2)ccc1OCc1cccc(C)c1,-1,1,-3,-0.9,1,-3,-4,5,3,0
O=C(N1CCOCC1)N1CCN(c2ccccc2F)CC1,2,3,1,-2.9,3,5,-1,13,-3,5
COc1ccc(-c2nn(CCC(=O)O)cc2/C=C2\SC(N)=NC2=O)cc1OC,12,-4,-6,-1.4,-4,3,1,9,-3,9
Cc1ccc2cc(C(c3nnnn3CC3CCCO3)N3CCCC4(CCCCC4)C3)c(=O)[nH]c2c1 (configuration not stated),-1,-1,-2,-0.9,1,6,-10,4,0,-4
COc1ccc(-n2c(O)c(C=Nc3ccccc3)c3ccccc3c2=O)cc1,-3,-2,3,-0.4,-1,0,-3,6,4,-1
CSc1nnc(-c2cccc(NC(=O)c3ccccc3)c2)n1C,-5,-4,1,-0.8,7,0,.,-21,-3,-3
CC(C)CCN1CCC(CN2CCNC(=O)C2=O)CC1,1,-1,11,-1.1,-2,1,4,4,3,-8
Cc1nn(C)c(C)c1S(=O)(=O)N1CCC(C(=O)Nc2ccc3c(c2)OCCO3)CC1,3,0,-1,0.6,-2,-1,4,7,-6,4
O=C(NCCc1ccccc1)C1(c2ccccc2)CC1(Cl)Cl (configuration not stated),-1,2,-10,-0.3,-2,-1,-3,7,-2,-21
CN(C1CCCCC1)S(=O)(=O)c1cccc(C(=O)Nc2ccccn2)c1,-5,-1,0,-0.2,-1,2,-5,4,9,2
Cc1ccc(NC(=O)c2cnccn2)c(C)c1,-1,4,3,2.3,0,3,8,-21,3,7
COc1ccc(NC(=O)Nc2ccc3c(c2)C(=O)N([C@H](C)CO)C[C@H](C)[C@@H](CN(C)C(=O)Nc2ccc4c(c2)OCO4)O3)cc1,3,3,-5,-1.7,-1,3,-2,4,3,5
CCCCC(=O)Nc1ccc(C(=O)OC2CCCCC2)cc1,-4,-1,-24,-2.0,0,8,-49,-10,1,-5
CCCNC(=O)C1(C)CCCN(Cc2ccc3c(c2)OCO3)C1 (configuration not stated),-1,0,1,-1.9,1,1,.,-15,-8,8
CN(C)/C=C(\C#N)S(=O)(=O)C(C)(C)C,-5,1,5,-0.5,6,0,-6,-12,7,-5

# Brought forward from above: 3 compounds, then new ones.
SMILES,rCAG RNA binder,NPR1 activator,mABHD4 FP,PG9 Ab binder,SMARCA2 act,NPR2 activator,HTRA1 inh,ASAP1 GAP inh,NR1D1 modulator,ARFGAP1 inh
CCCCC(=O)Nc1ccc(C(=O)OC2CCCCC2)cc1,-4,-1,-24,-2.0,0,8,-49,-10,1,-5
CCCNC(=O)C1(C)CCCN(Cc2ccc3c(c2)OCO3)C1 (configuration not stated),-1,0,1,-1.9,1,1,.,-15,-8,8
CN(C)/C=C(\C#N)S(=O)(=O)C(C)(C)C,-5,1,5,-0.5,6,0,-6,-12,7,-5
C[C@@H]1CCCCO[C@@H](CN(C)C(=O)c2ccncc2)[C@@H](C)CN([C@H](C)CO)C(=O)c2cc(NC(=O)Cc3ccccc3)ccc2O1,3,4,-2,0.5,-2,3,4,3,-3,-14
CCc1nc2ccc(C(=O)Nc3cccc(OCC(=O)N(C)C)c3)cn2c1N(C)Cc1cc2ccccc2s1,10,-6,-60,-1.8,-4,6,.,1,8,-6
CCN(CC)c1ccc(/C=N/OCC(=O)N2CCCc3ccccc32)cc1,-5,1,11,-2.0,-4,-4,2,3,4,10
N#CCC(=O)Nc1ccc(C(=O)OCC(=O)N=c2sccn2Cc2ccccc2Cl)cc1,20,5,-32,-1.4,0,5,-52,6,3,2
O=C(CN1C(=O)c2ccccc2C1=O)Nc1nnc(C2CCCO2)s1 (configuration not stated),.,-3,.,.,.,-6,4,.,-1,.
COc1ccc(N2CCN(S(=O)(=O)c3ccc4c(c3)CC(C)N4C(=O)C3CC3)CC2)cc1 (configuration not stated),0,-6,1,1.9,0,3,-1,-5,7,0
CN(C)C(=O)CSc1nnc(-c2ccncc2)n1Cc1ccco1,3,1,2,-0.3,0,3,-2,-3,-2,1
O=C(Nc1ccccc1)c1cccc(N2CCCC2=O)c1,9,1,2,-0.3,3,1,-19,10,6,-2
COc1cc(/C=C(\NC(=O)c2ccccc2)C(=O)Nc2cccc(O)c2)c([N+](=O)[O-])cc1OC,10,-2,12,-0.3,-3,-1,-4,-1,3,6
COCCn1ccc2c(OCC(=O)NCc3ccccc3)cccc2c1=O,-4,3,-3,0.7,3,-10,2,2,-6,-6
CCCCn1c(SCC(=O)Nc2ccc3c(c2)OCO3)nc2c1c(=O)n(C)c(=O)n2C,2,8,3,0.2,0,5,3,8,-2,7
COc1ccc(C)cc1NC(C)C(=O)NC(=O)NC1CCCCC1 (configuration not stated),2,0,5,2.5,-3,7,8,-5,15,-2
CSc1ncccc1C(=O)N1CCCC(CCC(=O)NCc2ccc(F)c(F)c2)C1 (configuration not stated),-9,2,0,-0.4,0,-2,0,10,0,3
C/C(=N\NC(=O)c1ccc(Cl)cc1)c1ccc2[nH]ccc2c1,0,2,-3,-0.3,2,4,-8,-11,2,17
O=C(CSc1nc(-c2ccccc2)cc(C(F)(F)F)n1)NCCN1CCOCC1,0,3,-8,-2.5,-1,8,7,5,1,-1
COCCCNC(=O)CSc1nc2ccccc2c(=O)n1CCCN1CCCCC1,-6,2,4,-2.0,1,-1,1,6,2,15
O=C1CC(=O)Nc2cc(S(=O)(=O)NCc3cccs3)ccc2N1,1,2,1,1.3,1,-7,1,4,2,0
COc1ccc(Cl)cc1NC(=O)CCS(=O)(=O)c1ccc(Br)cc1,19,-26,-3,-1.7,0,-12,-12,-1,-19,-3
